Bioassay records (PubChem BioAssay)
DNMT1 block: DNMT1 (human) enzyme inhibition; DNMT1 molecular beacon, Hinp1I cleavage, fluorescence; 360,000 compounds, 0.83% hits; inhibition (reported as % activation of signal), % at 10 µM; P26358; AID 588458; in the data active = inhibition above about 50%
STEP inh: blocks human striatal-enriched tyrosine phosphatase. P54829. recombinant STEP, OMFP fluorogenic substrate, fluorescence. inhibition, % at 20 µM. 360,000 compounds, 0.25% hits. AID 588621;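 active = inhibition at 20 µM, scaled per plate between control wells, above about 37%, limit read from the data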;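 note: 0% = DMSO with enzyme and substrate and 100% = substrate only without enzyme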
Target sequence (P54829 whole entry, looked up): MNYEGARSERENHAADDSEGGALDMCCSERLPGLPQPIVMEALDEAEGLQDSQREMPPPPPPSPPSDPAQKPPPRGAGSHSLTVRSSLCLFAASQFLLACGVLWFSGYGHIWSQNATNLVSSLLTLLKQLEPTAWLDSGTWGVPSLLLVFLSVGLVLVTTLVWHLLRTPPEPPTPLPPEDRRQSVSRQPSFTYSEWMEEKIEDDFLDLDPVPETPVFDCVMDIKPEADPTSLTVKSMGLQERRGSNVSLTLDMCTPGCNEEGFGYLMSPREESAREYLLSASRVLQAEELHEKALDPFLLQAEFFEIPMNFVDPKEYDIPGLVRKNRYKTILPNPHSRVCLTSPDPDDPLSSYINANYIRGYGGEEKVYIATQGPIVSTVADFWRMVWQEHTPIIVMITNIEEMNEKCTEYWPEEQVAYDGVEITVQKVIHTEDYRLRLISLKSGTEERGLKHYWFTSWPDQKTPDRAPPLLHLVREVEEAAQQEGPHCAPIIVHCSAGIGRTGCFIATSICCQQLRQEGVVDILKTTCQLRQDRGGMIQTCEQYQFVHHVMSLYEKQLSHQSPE
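Material: STEP (striatal-enriched tyrosine phosphatase) enzyme, cell-free | Medium: 50 mM Bis-Tris pH 6.0 with 2.5 mM DTT and 0.005% Tween 20 | Read-out: Percent inhibition scaled to no-enzyme and uninhibited-enzyme controls, plate-pattern corrected | Signal: Fluorescence read at 480 nm ex / 540 nm em | Times: 20 min reaction, room temperature, in the dark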
MT1-MMP act inh: MT1-MMP (human) activation inhibition; P50281; HT1080 RFP-PRO-GFP cells, GFP/RFP ratio fluorescence, overnight; percent of plate control window, DMSO zero; GFP/RFP ratio change, % at 20 µM; 360,000 compounds, 0.061% hits;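 active = GFP/RFP ratio change of at least 30% with cell ATP level not reduced by more than half and red fluorescence within 50% of control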; note: strong numbers were not always called active
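Read-out: GFP/RFP fluorescence ratio; Test system: RFP-PRO-GFP reporter HT1080 cells; Compound dosing: single-point 20 µM compound, 1% DMSO; Times: overnight compound exposure at 37 °C.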
CendR NRP1 mod: modulators of CendR peptide binding to human neuropilin-1; O14786; 360,000 compounds, 0.85% hits; FAM-RPARPAR peptide binding to NRP-1, fluorescence polarization; inhibition, % at 25 µM;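 active = inhibition or corrected inhibition above about 18%, plus a signal ratio from 0.5 to 1.5, limit read from the data, passing the limit was not always enough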; note: strong numbers were not always called active
Scp1 inh: blocks human Scp-1 phosphatase activity; Q9GZU7; Recombinant Scp1, phosphopeptide, malachite green phosphate absorbance; inhibition, % at 20 µM; 340,000 compounds, 0.88% hits;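 active = inhibition above about 50% at 20 µM, limit read from the data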;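 note: plate controls were DMSO wells with enzyme for no effect and wells lacking enzyme for full effect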
Target sequence (Q9GZU7 76-261 limits assumed): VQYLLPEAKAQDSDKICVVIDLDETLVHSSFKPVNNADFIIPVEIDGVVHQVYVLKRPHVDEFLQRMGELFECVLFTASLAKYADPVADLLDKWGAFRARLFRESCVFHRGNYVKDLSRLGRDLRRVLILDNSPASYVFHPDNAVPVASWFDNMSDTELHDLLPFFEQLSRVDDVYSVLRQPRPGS
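Test system – truncated SCP-1 phosphatase (76-261aa) · Reagent – Phosphorylated 17-residue peptide substrate · Incubation – 45 min room-temperature reaction, 5 min colour, 30 min stabiliser · Detection – colorimetric phosphate reagent with accelerator and stabiliser, absorbance at 630 nm · Measure – % inhibition at 20 µM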
NadD block: blocks S. aureus nicotinate mononucleotide adenylyltransferase. purified NadD enzyme, colorimetric absorbance read-out. inhibition, % at 20 µM. 360,000 compounds, 0.78% hits; in the data active = inhibition above about 26%; note: some compounds past the cut are filed as inactive
SKN-1 inh: inhibitors of C. elegans SKN-1; 360,000 compounds, 0.49% hits; AID 624304; inhibition, % at 21.8 µM; C. elegans VP596 Pgst-4::GFP/RFP ratio, acrylamide-induced, 24 h;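 active = interference check ratio from 0.5 to 1.5 plus GFP to RFP signal ratio inhibition reaching or exceeding a fixed threshold, cut at about 30% in these data, passing the limit was not always enough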; note: some compounds called inactive have numbers as strong as hits
SUMO1 PPI mod: alters human SUMO1 binding to SIM partners. 360,000 compounds, 0.33% hits. SUMO1 binding to a labelled peptide, TR-FRET, 1 h. AID 602429. P63165. inhibition, % at 20 µM; in the data active = inhibition above about 37%
Rpn11 inh: Rpn11 (human) deubiquitinase inhibition; 360,000 compounds, 0.59% hits; human 26S proteasome, Ub4-pepOG fluorescence polarization; 20S core pre-blocked with epoxomicin; O00487; calls only at 20 µM;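 active = inhibition at 20 µM, scaled to each plate's controls, above about 33%, limit read from the data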
Target sequence (O00487 whole entry, looked up): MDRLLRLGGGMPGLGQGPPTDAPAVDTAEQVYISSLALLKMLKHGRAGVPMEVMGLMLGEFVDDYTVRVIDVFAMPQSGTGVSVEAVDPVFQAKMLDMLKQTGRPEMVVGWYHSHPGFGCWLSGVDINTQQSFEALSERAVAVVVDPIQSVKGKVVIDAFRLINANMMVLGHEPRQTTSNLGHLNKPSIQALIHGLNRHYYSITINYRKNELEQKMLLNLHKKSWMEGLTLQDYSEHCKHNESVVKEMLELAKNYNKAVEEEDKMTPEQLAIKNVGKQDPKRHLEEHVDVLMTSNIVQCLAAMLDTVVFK
LMPTP inh: blocks human LMPTP phosphatase | P24666 | recombinant LMPTP-A, OMFP fluorogenic substrate, fluorescence intensity | inhibition, % at 20 µM | 360,000 compounds, 0.22% hits | AID 651560;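 active = compounds that cut the enzyme signal by at least half of the control window in the single-dose screen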;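 note: plate controls were DMSO wells with enzyme plus substrate for no effect and substrate without enzyme for full effect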
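Material: LMPTP-A; amount: 0.625 nM enzyme; doses: single 20 µM dose; times: reaction 50 min, room temperature, dark; technique: fluorescence intensity of OMFP turnover product; benchmarks: no-enzyme and uninhibited controls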
Numbers without * were called inactive; i = inactive; . = not tested or not shown; + = active, no number. Outcome played no part in choosing rows; 3.9% or so of the library scored in one or more.

SMILES	DNMT1 block	STEP inh	MT1-MMP act inh	CendR NRP1 mod	Scp1 inh	NadD block	SKN-1 inh	SUMO1 PPI mod	Rpn11 inh	LMPTP inh
CCN1CCN(c2ncnc3c2cnn3-c2ccccc2)CC1	1	-3	4	2	-6	-5	-10	4	i	-1.1
O=C(CCCN1C(=O)S/C(=C\c2ccccc2)C1=O)NNC(=O)c1ccccc1O	-1	-1	7	-16	-9	4	9	-6	i	0.4
O=S(=O)(Nc1cc(S(=O)(=O)N2CCOCC2)ccc1N1CCOCC1)c1ccc2c(c1)OCCO2	-1	1	-3	4	-6	-3	4	-3	i	0.7
COc1ccc(/C=C(\C#N)C(=O)c2cccn2C)cc1	3	1	-4	2	-10	-3	7	-25	i	0.0
O=C(NCCSSCCNC(=O)c1ccccc1)c1ccccc1	-8	-2	-2	2	-2	0	6	-7	i	2.7
CCNc1sc(C(=O)OCC)c(N)c1C#N	0	-4	4	-13	-1	-8	0	-3	i	-1.2
COc1ccc(C(=O)COC(=O)c2cc3ccccc3oc2=O)c(OC)c1	-1	2	2	-12	-3	-8	-3	-19	i	0.4
O=C1CCC(C(=O)OC(C(=O)Nc2cc(Cl)cc(Cl)c2)c2ccccc2)=NN1 (stereo not given)	-8	-4	7	8	-12	-4	19	4	i	2.3
COCCn1c(-c2ccc3ccccc3c2)nc2c1c(=O)[nH]c(=O)n2CC(C)C	-1	-1	-6	-1	-3	-2	-1	-16	i	1.7
CCOc1ccccc1/C=N/NC(=O)c1cccc(Cl)c1	1	-3	1	-10	-8	-1	3	3	i	0.7
COc1ccc(CCNCC(O)Cn2ccc3ccccc32)cc1OC (stereo not given)	7	2	-1	-3	-11	-7	-12	0	i	0.6
Cc1ccc(S(=O)(=O)/N=C(\N)c2ccc(F)cc2)cc1	1	0	6	5	-5	3	-5	2	i	0.2
O=c1cc(-c2ccccc2)[nH]c2[nH]n(-c3ccccc3)c(=O)c12	6	0	8	-8	-3	1	-12	-11	i	0.2
CC(=O)NC(CCS(C)(=O)=O)C(=O)Nc1cc(Cl)ccc1Cl (stereo not given)	-2	3	-1	4	-7	-6	7	-1	i	-2.5
COCCNC(=O)C(=O)NCC1OCCN1S(=O)(=O)c1ccc2c(c1)OCCO2 (stereo not given)	2	-3	2	6	-8	-3	-4	5	i	-1.2
CC1CCN(S(=O)(=O)c2cccc(S(=O)(=O)N3CCOCC3)c2)CC1	-3	-5	6	4	-2	-3	-5	0	i	-0.6
CCOc1ccc(Nc2nc(Cl)nc(N3CCN(c4ccc(OC)cc4)CC3)n2)cc1	-10	1	-3	-4	9	4	6	1	i	1.3
CN(C)c1nc2c(c(=O)n(C)c(=O)n2C)n1Cc1ccccc1	0	1	-12	-11	-11	0	0	-1	i	-0.1
Cc1ccccc1-c1nc(S(=O)(=O)c2ccccc2)c(NCCN2CCOCC2)o1	-6	-1	-6	-17	.	-7	-1	-1	i	-2.3
CCOc1ccc(C2C(C#N)=C(N)Oc3cc(C)n(CCN4CCOCC4)c(=O)c32)cc1OCC (stereo not given)	0	-5	3	16	-2	-15	-12	-3	i	-2.1
Cn1nccc1NC(=O)CSCC(=O)O	2	-2	1	-9	-10	-2	2	4	i	-2.6
O=C(NCc1ccco1)C(c1ccccc1)N(Cc1ccccc1)C(=O)Cn1nnc2ccccc21 (stereo not given)	-4	0	2	4	-4	1	7	1	i	1.5
Nc1ccc(Br)cc1C(=O)O	7	-1	2	20	-2	4	-6	-1	i	-0.1
Cc1cc(=O)n2nc(N3CCCC(C(=O)N4CCN(c5ccccc5)CC4)C3)sc2n1 (stereo not given)	1	-4	-1	7	1	-5	6	2	i	-2.6
CCCCCC(=O)NC(=S)Nc1ccccc1C(=O)OC	7	1	-2	4	-7	-6	16	11	i	0.1
CC1CCN(c2ccccc2NC(=O)c2cc([N+](=O)[O-])ccc2N2CCOCC2)CC1	-5	2	-9	14	-5	7	6	-9	i	4.8
Cc1ccc2[nH]c(=O)cc(C(=O)OCC(=O)c3ccc(F)cc3)c2c1	15	6	0	2	-14	4	-3	-6	i	22
O=C(c1ccco1)N(Cc1cc2ccccc2[nH]c1=O)CC1CCCO1 (stereo not given)	2	5	1	7	-13	1	-8	1	i	-0.9
Cc1noc(C)c1NC(=O)Nc1ccc2c(c1)C(=O)N([C@H](C)CO)C[C@H](C)[C@@H](CN(C)S(=O)(=O)c1ccccc1)O2	3	3	5	-8	17	9	-6	3	i	0.9
CCc1nc(SCC(=O)Nc2cc(C)on2)n[nH]1	3	-4	2	-3	-6	-3	-7	2	i	-2.3
c1cnc2ccc(C(c3nnnn3C3CCCCC3)N3CCCCC3)cc2c1 (stereo not given)	-1	-2	-5	4	38	3	-3	-2	i	0.3
O=C(Oc1cccc(C(=S)N2CCCCC2)c1)c1ccccc1	-1	1	-5	16	-11	-9	-12	-3	i	-1.3
COCCCNc1nc2ccccc2nc1NS(=O)(=O)c1cccs1	2	-4	4	1	-7	-1	-22	3	i	-0.3
Cn1c(=O)cc(SCC(=O)NCCCN2CCN(c3ccc(F)cc3)CC2)c2ccccc21	2	-2	6	-6	-8	5	9	-3	i	-0.5
Cc1ccc(-n2cc(CN3CCN(Cc4nccn4C)CC3)c(-c3ccc(F)cc3)n2)cc1	-3	3	-2	7	-6	-4	2	3	i	-5.5
CC(NC(=O)c1ccccc1Br)c1nnc(SCc2ccc([N+](=O)[O-])cc2)n1C (stereo not given)	-1	-1	-1	-6	5	-3	4	-15	i	-0.8
COc1cccc(CNc2ccc(S(=O)(=O)N3CCCC3)cn2)c1	-3	2	1	-25	-2	-3	3	1	i	0.0
O=C(COc1ccc(C(=O)c2ccccc2)cc1)NCc1ccc(F)cc1	7	1	1	5	-7	-11	12	-4	i	-0.8
COc1cc(/C=C2\SC(=O)N(Cc3ccc(Cl)cc3)C2=O)cc([N+](=O)[O-])c1O	89*	65*	19	-12	59*	37*	-4	105*	i	51*
Cc1ccc([C@H]2C[C@H](n3cc(COC(=O)c4ccccc4)nn3)[C@@H](O)CN2C(=O)c2cccs2)cc1	2	-1	1	-10	.	9	1	-4	i	0.4
CCN(C(=O)c1cc2c(=O)n3cccc(C)c3nc2n1CCCOC)C1CCCCC1	1	3	1	-6	-5	-3	14	-17	i	1.6
CC(C)(C)OC(=O)N1CCN(C(=O)c2ncn(Cc3ccccc3)c2C(=O)N2CCN(C(=O)OC(C)(C)C)CC2)CC1	1	0	-1	5	-6	-4	-8	3	i	-1.1
NS(=O)(=O)c1ccc(CCNC(=O)CSc2ccc(Cl)cc2)cc1	-3	2	-7	-5	-4	1	1	3	i	-1.0
Cc1cc(=O)n2nc(N3CCCC(C(=O)NCCCN4CC(C)CC(C)C4)C3)sc2n1 (stereo not given)	1	-2	-2	2	-1	4	12	2	i	-1.8
CCOc1cc(C2NC(=O)NC(C)=C2C(C)=O)cc(Cl)c1OCC(=O)O (stereo not given)	10	1	-4	-32	24	-4	10	2	i	-1.1
Cc1c(O)ccc(NC(=O)/C=C/c2ccccc2)c1C	0	-3	5	-6	-6	-2	9	-7	i	0.7
CC(C)CC(=O)Nc1ccc(Oc2ccc3c(c2)C(=O)NC3=O)cc1	-2	0	1	-16	-5	-1	-2	-16	i	-6.5
Cn1c(SCC(=O)NC2CCCC2)nnc1C(F)(F)F	1	0	2	-8	-1	1	-11	-5	i	-1.3
CCCCOC(=O)Nc1ccc(S(=O)(=O)Nc2cc(C)nc(C)n2)cc1	3	-2	0	-6	-13	0	-13	6	i	-1.1
CNC(=S)N1N=C(c2ccc(OC)cc2)CC1c1ccccc1Cl (stereo not given)	-6	2	-3	6	-10	2	7	-7	i	4.1
CC1CCCCN1S(=O)(=O)c1ccc(S(=O)(=O)N2CCN(C)CC2)cc1 (stereo not given)	4	3	-2	10	-8	-6	-10	20	i	-1.8
COc1ccc(N2CCN(C3CCCN(Cc4ccc(F)cc4)C3)CC2)cc1 (stereo not given)	2	5	.	-4	6	-5	-16	6	i	-1.7
Cc1sc2nc(CSC(C)C(=O)Nc3ccc(C#N)cc3)[nH]c(=O)c2c1C (stereo not given)	0	0	-11	-58	32	8	23	3	+	0.4
Fc1ccc(CN2CCN(c3ncnc4scc(-c5ccc(F)cc5)c34)CC2)cc1	2	0	-5	2	-13	-10	9	6	i	2.9
Cc1cc2[nH]c3c4ccccc4nc(C)c3c2cc1C	10	6	-33	8	0	15	28	18	i	55*
CC(/C=C/c1ccccc1)=N\NC(=O)c1ccc(Br)cc1	9	0	8	12	-9	7	-7	-9	i	-0.4
CN(C(=O)COC(=O)Cc1ccc(Br)cc1)c1c(N)n(Cc2ccccc2)c(=O)[nH]c1=O	3	2	0	-3	.	3	2	-25	i	0.7
O=C(/C=C/c1ccccc1Cl)NCc1ccco1	-1	-4	-2	-6	4	-3	10	-10	i	0.2
COc1cccc(CCNc2ccc(N3C(=O)CC(C)C3=O)cc2[N+](=O)[O-])c1 (stereo not given)	-2	1	17	10	-18	-3	1	-18	i	1.5
Cc1onc(-c2c(Cl)cccc2Cl)c1C(=O)O/N=C(\C#N)c1c(Cl)cccc1Cl	-3	-2	0	3	-11	1	4	-4	i	-0.8
CCN(CC)CCN(C(=O)c1cc2ccccc2cc1OC)c1nc2ccc(F)cc2s1	-4	0	-3	7	11	0	-10	-5	i	0.6
CC12CCC(c3c(CO)nn(-c4ccccc4)c31)C2(C)C (stereo not given)	3	0	-11	3	-7	-8	-11	-2	i	-0.9
CC1CC(C)CN(C(=O)COC(=O)CN2C(=O)c3ccccc3C2=O)C1 (stereo not given)	-1	2	0	17	-10	-2	7	-4	i	-1.0

Reprinted at random: three records from the list
SMILES	DNMT1 block	STEP inh	MT1-MMP act inh	CendR NRP1 mod	Scp1 inh	NadD block	SKN-1 inh	SUMO1 PPI mod	Rpn11 inh	LMPTP inh
Cn1nccc1NC(=O)CSCC(=O)O	2	-2	1	-9	-10	-2	2	4	i	-2.6
CC1CC(C)CN(C(=O)COC(=O)CN2C(=O)c3ccccc3C2=O)C1 (stereo not given)	-1	2	0	17	-10	-2	7	-4	i	-1.0
Cc1ccccc1-c1nc(S(=O)(=O)c2ccccc2)c(NCCN2CCOCC2)o1	-6	-1	-6	-17	.	-7	-1	-1	i	-2.3
